Pf growth 48h: Primary qHTS for delayed death inhibitors of the malarial parasite plastid, 48 hour incubation. AID 504832, 2011. P. falciparum luciferase growth in erythrocytes, 48 h. 310,000 tested, 5.9% active. Potency, µM (top dose mostly 28.7 µM), inactives show at the top dose activity change, negative = inhibition, usual class: inhibitors
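Cell-based growth assay: transgenic P. falciparum expressing firefly luciferase, cultured in red cells within RPMI 1640 containing 0.5% w/v Albumax, 24 mM bicarbonate and gentamycin. A drop in luciferase activity indicates inhibition.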
HCV inh: qHTS Assay for Inhibitors of Hepatitis C Virus (HCV); Huh7.5.1 HCVcc-Cre infection, luciferase reporter, 44 h; Potency, µM (titrated, usually from 41.8 µM), inactives show at the top dose activity change, negative = inhibition, usual class: inhibitors; 340,000 tested, 3.4% active
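Cells seeded at 1,000/well and cultured 4 h, then compounds added followed by HCVcc-Cre virus (~0.5 moi). After 44 h further culture, luciferase substrate was added, plates held 15 min at room temperature, and luminescence read for 15 sec.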
Tb PYK inh: qHTS of Trypanosoma Brucei Inhibitors; pyruvate kinase (Trypanosoma brucei), Q57TT1; TbPYK enzyme, Kinase-Glo Plus ATP luminescence, 45 min; Potency, µM (doses to about 76.8 µM), for the others: top-dose activity, negative = inhibition, usual class: inhibitors; 410,000 tested, 0.12% active; AID 624173, 2012; also: nearly all actives have a fitted effect of over 50% in size
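Enzyme and substrate buffer are dispensed first and compound is pin-transferred. ADP at 130 uM final then starts the reaction, which runs 45 min at room temperature. Detection reagent is added for 10 min before luminescence is imaged.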
Sm TGR inh: qHTS Assay for the Inhibitors of Schistosoma Mansoni Peroxiredoxins | Schistosoma mansoni thioredoxin glutathione reductase (TGR), Q962Y6 | purified TGR, DTNB reduction, TNB absorbance 405 nm | Potency, µM (top dose mostly 114 µM), for the others: at the top dose activity change, negative = inhibition, hits mostly inhibitors | 360,000 tested, 3% active; also: nearly all actives have a fitted effect of over 60% in size
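First, TGR (20 nM dispensed) and NADPH were mixed with compound. Second, a 15 min room-temperature incubation followed. Third, further NADPH and then DTNB were added to start the reaction. Finally, TNB absorbance was monitored kinetically.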
Pf growth 96h: Primary qHTS for delayed death inhibitors of the malarial parasite plastid, 96 hour incubation. AID 504834, 2011. Potency, µM (titrated, usually from 28.7 µM), for the others: at the highest dose activity change, negative = inhibition, hits mostly inhibitors. P. falciparum luciferase reporter growth, 96 h. 320,000 tested, 6.9% active
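Delayed-death screen, second-generation endpoint: infected erythrocytes, 2% hematocrit, 0.05% parasitemia final; 96 hours at 37 C, 5% CO2; luciferase detection reagent; luminescence decrease equals reduced growth.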
LmPK inhibitor: qHTS Assay for Inhibitors of Leishmania Mexicana Pyruvate Kinase (LmPK); Potency, µM (titrated, usually from 57.5 µM), for the others: at the highest dose activity change, negative = inhibition, usual class: inhibitors; 290,000 tested, 0.37% active; purified LmPK, Kinase-Glo ATP luminescence, 1 h; Q27686; AID 1721, 2009
Target sequence (Q27686 whole entry, looked up): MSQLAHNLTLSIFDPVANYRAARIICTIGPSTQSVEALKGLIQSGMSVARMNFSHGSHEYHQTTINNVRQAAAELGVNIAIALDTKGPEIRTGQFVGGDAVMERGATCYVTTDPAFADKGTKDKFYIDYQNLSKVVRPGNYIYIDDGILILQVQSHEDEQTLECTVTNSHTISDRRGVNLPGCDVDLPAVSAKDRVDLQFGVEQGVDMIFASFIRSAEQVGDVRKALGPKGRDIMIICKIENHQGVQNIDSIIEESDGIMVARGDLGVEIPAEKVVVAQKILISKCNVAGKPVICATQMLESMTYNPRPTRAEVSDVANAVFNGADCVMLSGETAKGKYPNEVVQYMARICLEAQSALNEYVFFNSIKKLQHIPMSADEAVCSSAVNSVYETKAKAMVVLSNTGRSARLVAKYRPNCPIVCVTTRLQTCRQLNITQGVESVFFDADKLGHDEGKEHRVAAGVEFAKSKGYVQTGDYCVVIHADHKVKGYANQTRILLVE
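Purified LmPK (0.1 nM) with 0.5 mM PEP and 0.1 mM ADP in imidazole buffer pH 7.2 with MgCl2/KCl, 1 h at room temperature. ATP formed was read by luciferase luminescence and normalized to no-enzyme and uninhibited controls.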
The depositor's hits bear a star; u = inconclusive; x = not tested or not shown; & = joins results of further samples; ! = a repeat was not active; [ ] = dose if it differs, or a comment. Calls follow the shape of the dose curve; as a rule, active = well fitted curve in the direction sought with a large enough effect; inconclusive = small, poorly fitted or top-dose-only effect, or another doubt; inactive = no such curve, though single readings can be large; an effect the other way counts as inactive or inconclusive. % is scaled to controls: 0 for no effect and ±100 for the full control effect; potency is read from the fitted curve at half-maximal effect. Hits appear at their usual frequency; overall some 16% were active at least once.

Second line of a record – Pf growth 48h, HCV inh, Tb PYK inh, Sm TGR inh, Pf growth 96h, LmPK inhibitor
CCC(C)c1ccc2oc(-c3ccc(NC(=O)Cn4cnc5c(=O)n(C)c(=O)n(C)c54)cc3)nc2c1 (centres undefined)
→ 57%[activator], u, -1%, 4%, u, 4%
CCCn1c(N)c(C(=O)CN(C)CC(=O)Nc2c(Cl)cccc2Cl)c(=O)[nH]c1=O
→ u, 23%, -1%, -12%, u, x
CCCSc1nnc(Nc2ccccc2C)s1
→ 58%[activator], 7%, -1%, 1%, 101%[activator], -20%
CC(C)C1N(C(=O)CN2CCCC2)CCN1S(=O)(=O)c1ccccc1 (centres undefined)
→ u, -19%, -10%, -1%, u, 4%
O=c1cc(O)c(-c2ccc(Cl)c(Cl)c2)c(Cl)[nH]1
→ -1%, 10%, -11%, 0%, 0%, 8%
C/C(=N/NC(=O)CN(c1ccccc1)S(=O)(=O)c1ccccc1)c1ccccc1O
→ u, u, -4%, 1%, u, 0%
COCCNC(=O)c1c(CS(=O)(=O)c2ccccc2)noc1C(=O)NCc1ccccc1
→ u, 1%, 0%, 5%, u, x
COC(=O)Nc1nnc(CCc2ccccc2)s1
→ 17%, 19%, -3%, -13%, u, -5%
COc1ccccc1C(=O)Nc1ccc2oc(-c3ccc(F)cc3)nc2c1
→ 5%, u, 2%, -1%, 10µM*, 11%
COc1cccc(N=CC=C2OC(C)(C)C(C)(C)O2)c1
→ u, -28%, -2%, -30%, 124%[activator], -11%
COc1cccc(C2Nc3cccc4cccc(c34)N2)c1
→ u, 5%, -7%, 20µM*, 7.4µM*, -12%
Cc1c(NC(=O)c2ccc(F)c(S(=O)(=O)N3CCOCC3)c2)c(=O)n(-c2ccccc2)n1C
→ -5%, 18%, 4%, -2%, -1%, 2%
Cc1sc2ncnc(Sc3ccccc3C(=O)O)c2c1C
→ -2%, -27%, -16%, -1%, -1%, -5%
CC(C)(C)CC(=O)NC(=S)N1CCCCCC1
→ -3%, 7%, -1%, 8%, 3%, 4%
CCCn1c(SCC(=O)Nc2ccccc2N2CCCCC2)nc2c1c(=O)n(C)c(=O)n2C
→ u, 10µM*!, 7%, 4%, 9%, 4%
CCc1nnc(NC(=O)CSc2nc3ccccc3o2)s1
→ 20%, -6%, 2%, -2%, x, 9%
Cc1cccc2[nH]c(SCC(=O)O)nc12
→ -21%[5.75 µM], 8%, 0%, 5%, 3%[5.75 µM], 1%
CN(C)c1cccc(C(=O)Nc2ccc3nc4n(c(=O)c3c2)CCCCC4)c1
→ x, u, 1%, 2%, 15%, 3%
COc1ccc(C2(C)NC(=O)N(CC(=O)Nc3cccnc3Cl)C2=O)cc1 (centres undefined)
→ 48%[activator], -3%, 0%, 1%, 0%, 7%
CC(C)Oc1ccccc1C(=O)NC(CO)C(=O)O (centres undefined)
→ 5%, -11%, 2%, x, 73%[activator], -2%
Cn1c(=O)c2c(O)cc(=O)[nH]c2n(-c2ccccc2)c1=O
→ 22%, 3%, 2%, -1%, 0%, -1%
COC(=O)c1cccc(C23CC4(C2)[C@H](CN(Cc2cccnc2)[C@@H]4c2ccccc2)C3c2ccccc2)c1 (some centres undefined)
→ 12µM*, u, 9%, u, 5.9µM*, 10%
C=CCOc1c(Br)cc(CNc2ccc(NC(=O)C(C)C)cc2)cc1OCC
→ -8%, u, -7%, -23%, 13µM*, -1%
Cc1ccccc1-n1nnnc1SCC(=O)NCC1CCCO1 (centres undefined)
→ 10%, 17%, -1%, 11%, -5%, -2%
COc1ccccc1NS(=O)(=O)c1cccc2nsnc12
→ -3%, 26%, -3%, 2%, u, 5%
Cc1cc(C)n2nc(C(=O)N/N=C/c3ccc(Cl)cc3)nc2n1
→ 6%, 11%, -4%, -16%, 0%, -6%
Cc1nc2ccccc2n1CCC(=O)O
→ x, 7%, x, -17%, 15%, -1%
COc1ccc(C(=O)N2CCc3cc(OC)c(OC)cc3C2c2cccc([N+](=O)[O-])c2)cc1OC (centres undefined)
→ 13µM*, -42%, -11%, -2%, u, -2%
Cc1cccc(N=C2NN=C(c3c[nH]c4ccccc34)CS2)c1
→ u, u, -5%, -13%, u, 0%
CCC(C)c1ccccc1OCCCNC1CCCC1 (centres undefined)
→ u, 3%, 2%, -13%, 6%, 1%
CCOC(=O)N1CCN(C(=O)Nc2cccc(Cl)c2)CC1
→ x, 12%, -3%, 1%, 12µM*, -3%
Cc1cc(C(=O)Nc2ccncc2)ccc1[N+](=O)[O-]
→ x, u, 0%, 0%, 18%, -2%
CCn1cc(C(=O)N(CCC(C)C)c2c(N)n(Cc3ccccc3)c(=O)[nH]c2=O)c(=O)c2ccc(C)nc21
→ -29%, 12%, -8%, 16%, -15%, -2%
CCc1ccc(NC(=O)c2cc(CC(C)C)on2)cc1
→ 88%[activator], 4%, -1%, 7%, u, 0%
N#Cc1nc(-c2ccccc2Cl)oc1N1CCN(C(=O)c2ccco2)CC1
→ u, u, 2%, -7%, -9%, 1%
CCCn1c(SCC(=O)Nc2cc(Cl)ccc2OC)nc(O)cc1=O
→ u, 11%, -15%, 5%, 11%, x
O=C(Cc1cccs1)Nc1ccc(-c2nc3ccccc3[nH]2)cc1
→ -18%, -26%, -29%, 5%, u, -25%
COc1ccccc1NC(=O)NNC(=O)c1ccc(-c2ccccc2)cc1
→ 11%, -4%, -5%, 10%, -16%, -2%
O=C(CSc1nc2ccsc2c(=O)n1CC1CCC(C(=O)O)CC1)NCCc1ccc(Cl)cc1 (centres undefined)
→ u, 9%, 2%, -24%, 7.4µM*, -3%
Cn1c(=O)oc2cc(S(=O)(=O)N3CCCC(C(=O)NCc4cccs4)C3)ccc21 (centres undefined)
→ x, -29%, 3%, 0%, -6%, 7%
COc1ccc(NC(=S)NC(NC(=O)c2cccc(C)c2)C(Cl)(Cl)Cl)c([N+](=O)[O-])c1 (centres undefined)
→ 3.3µM*, u, -3%, 0%, -19%, 0%
C=CCn1c(CNS(=O)(=O)c2ccc(Br)cc2)n[nH]c1=S
→ 50%[activator], -4%, u, 3%, -2%, -1%
COc1ccc(S(=O)(=O)N2CCN(C(=O)c3cc(-c4ccccc4OC)n[nH]3)CC2)cc1
→ 1.3µM*, u, -2%, -3%, -2%, 0%
CC1CCCN(CC(O)CN)C1 (centres undefined)
→ -13%, -4%, -7%, -2%, 23%, -1%
CC1=NN(c2ccccc2)C(=O)/C1=C\c1ccc(Br)s1
→ 1%, 11%, -1%, -26%, 38%[activator], 0%
N#CC1=C(N)OC(c2ccccc2)=C(C#N)C1c1ccc2c(c1)OCO2 (centres undefined)
→ -13%, 6%, -1%, -3%, x, -8%
O=C(CCc1nnc2ccc(NCc3ccccc3Cl)nn12)NC1CCCCC1
→ u, 20%, -4%, -3%, 19%, 6%
COc1ccc(C2C(C(=O)O)CC(=O)N2C2CCCCC2)cc1 (centres undefined)
→ 28%, 5%, 0%, -21%, x, -4%
C=C(C)[C@@H]1CC[C@]2(C(=O)O)CC[C@]3(C)[C@H](CC[C@@H]4[C@@]5(C)CC[C@H](O)C(C)(C)[C@@H]5CC[C@]43C)[C@@H]12
→ -11%, -7%, 1%, 9%, 1%, 9%
C=CCN1C(=O)CSC1=Nc1ccc(C(=O)O)cc1
→ 43%[activator], 3%, -4%, 0%, u, 0%
CC(C)(C)Nc1ncnc2c1cnn2-c1ccccc1
→ 62%[activator], -20%, -1%, 5%, 159%[activator], -4%
CC(CN1CCOCC1)c1ccccc1 (centres undefined)
→ -6%, 11%, 1%, 2%, 26%, 1%
COC(=O)C1(C)CN(S(=O)(=O)c2ccc(C)cc2)c2cc(OC)ccc2C1=O (centres undefined)
→ u, 5%, 8%, 4%, u, 2%
COc1ccc(NC(=O)CSc2ncnc3c2sc2ccccc23)c(OC)c1
→ 14%, 30%[activator], 1%, -2%, 11%, 2%
CCOC(=O)C1(Cc2ccccc2C)CCCN(S(=O)(=O)c2cccnc2)C1 (centres undefined)
→ 9.3µM*, -6%, -2%, -7%, 10µM*, 3%
Cc1cc(C(C)(C)C)c(O)c(C(C)(C)C)c1
→ 10%, -7%, -7%&-6%, 3%, 21%, -3%
O=C(NCc1ccccc1)C(c1cccnc1)N(C(=O)c1csnn1)c1ccc(F)cc1 (centres undefined)
→ u, 7%, -6%, 0%, u, 13%
COC(=O)c1cccc(Oc2cccc(C(F)(F)F)c2)n1
→ 18%, 13%, 2%, -1%, 0%, 16%
Cc1ccc(C)c(OCc2n[nH]c(=S)o2)c1
→ 1%, -16%, -29%, 11%, 7%, -2%
NC(=O)CSc1nnc(-c2ccoc2)o1
→ 3%, 20%, 4%, 0%, 3%, 5%

2 entries from above, bar-delimited:
structure | Pf growth 48h | HCV inh | Tb PYK inh | Sm TGR inh | Pf growth 96h | LmPK inhibitor
CN(C)c1cccc(C(=O)Nc2ccc3nc4n(c(=O)c3c2)CCCCC4)c1 | x | u | 1% | 2% | 15% | 3%
COc1ccc(C2(C)NC(=O)N(CC(=O)Nc3cccnc3Cl)C2=O)cc1 (centres undefined) | 48%[activator] | -3% | 0% | 1% | 0% | 7%

6 compounds drawn at random from those above, as already listed:
Second line of a record – Pf growth 48h, HCV inh, Tb PYK inh, Sm TGR inh, Pf growth 96h, LmPK inhibitor
CCOC(=O)C1(Cc2ccccc2C)CCCN(S(=O)(=O)c2cccnc2)C1 (centres undefined)
→ 9.3µM*, -6%, -2%, -7%, 10µM*, 3%
CCCn1c(SCC(=O)Nc2cc(Cl)ccc2OC)nc(O)cc1=O
→ u, 11%, -15%, 5%, 11%, x
COC(=O)c1cccc(Oc2cccc(C(F)(F)F)c2)n1
→ 18%, 13%, 2%, -1%, 0%, 16%
Cc1cc(C(=O)Nc2ccncc2)ccc1[N+](=O)[O-]
→ x, u, 0%, 0%, 18%, -2%
O=C(Cc1cccs1)Nc1ccc(-c2nc3ccccc3[nH]2)cc1
→ -18%, -26%, -29%, 5%, u, -25%
CCc1ccc(NC(=O)c2cc(CC(C)C)on2)cc1
→ 88%[activator], 4%, -1%, 7%, u, 0%

(continued)
Second line of a record – Pf growth 48h, HCV inh, Tb PYK inh, Sm TGR inh, Pf growth 96h, LmPK inhibitor
COc1ccc(Cc2nnc(NC(=O)Nc3ccccc3F)s2)cc1OC
→ u, u, -4%, 10%, 12µM*, 3%
CC(C)=CC(=O)N1CCCC(N2CCN(c3ccccc3C)CC2)C1 (centres undefined)
→ u, 14%, -1%, -23%, u, -4%
O=S(=O)(NCC1CCCO1)c1ccc(Cl)c(C(F)(F)F)c1 (centres undefined)
→ 13%, -13%, -6%, 4%, x, 2%
CC1(c2ccccc2)NC(=O)N(CC(=O)NNC(=O)c2ccccc2)C1=O (centres undefined)
→ -3%, 23%, -5%, 3%, 10%, 0%
COc1ccc(N(C)S(=O)(=O)c2cccc(C(=O)NCC3CCCCC3)c2)cc1
→ u, u, 4%, 2%, u, -3%
Nc1nnc(SCC(=O)OCc2ccccc2)s1
→ 1%, 14%, -2%, -8%, -2%, 1%
O=C(Nc1ccc2c(c1)OCO2)N1CCN(c2ccc(F)cc2)CC1
→ 9%, -22%, -5%, x, -4%, -4%
OC(COCc1cccs1)CN1CCN(c2cccc(Cl)c2)CC1 (centres undefined)
→ 8%, u, -6%, -5%, 31%[activator], -1%
Nc1ccc(-c2nc3ccccc3o2)cc1
→ 42%[activator], -23%, -7%, 11%, -5%, -15%
C#CCn1c(O)c(N=NC(=O)C(O)c2ccccc2)c2ccccc21 (centres undefined)
→ 18%, 19%, -5%, -2%, 10%, 0%
CCC1Oc2ccccc2N(CC(=O)NCCCN2CCCC2)C1=O (centres undefined)
→ 9%, 10%, -9%, -13%, 14%, -2%
